# TrxR1 substrate – qHTS Assay for Substrates of Mammalian Selenoprotein Thioredoxin Reductase 1 (TrxR1): qHTS; Thioredoxin reductase 1, cytoplasmic (Rattus norvegicus), O89049; purified TrxR1 substrate turnover, NADPH consumption readout; Potency, µM (top dose mostly 114 µM), inactives show at the top dose activity change, negative = substrate turnover; 390,000 tested, 0.01% active; AID 588456, 2011; also: potency is read from the fitted curve at half-maximal effect; % is scaled to controls: 0 for no effect and ±100 for the full control effect; nearly all actives have a fitted effect of over 50% in size
#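 Rat TrxR1, dispensed at 90 nM, was prereduced with 400 uM NADPH (final) for 5 min at ~22 deg C, then incubated with compound 15 min before 400 uM selenite. A first-read NADPH fluorescence drop versus no-compound background flagged substrates.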
# D2 antag – HTS Assay for Allosteric Antagonists of the Human D2 Dopamine Receptor: Primary Screen for Antagonists; AID 485344, 2010; 340,000 tested, 2% active; HEK293 TREx D2 cells, calcium flux, dopamine EC80; inhibition, % at 10 µM; D(2) dopamine receptor (Homo sapiens), P14416; in the data active = inhibition above about 30%; also: 0% is about no effect
#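 Antagonism is scored as inhibition of an EC80 dopamine-evoked calcium signal in a force-coupled, tetracycline-inducible HEK293 T-REx D2 line, with compound present 180 s before agonist.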
# TRHR ag – qHTS for Small Molecule Agonists and Allosteric Enhancers of Human TRH Receptor: Primary Screen for Agonists; Thyrotropin-releasing hormone receptor (Homo sapiens), P34981; activation, % at 2 µM; TRHR cells, calcium flux fluo-8, FDSS agonist mode; 360,000 tested, 0.18% active; AID 493084, 2011; in the data active = activation above about 30%; also: 0% is about no effect
#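 TRHR-expressing cells loaded with fluo-8 calcium dye; 23 nL library compound pin-transferred, kinetic FDSS fluorescence (Ex 480/Em 530) recorded about 180 s for agonist-induced calcium release, before a 10 nM TRH EC20 addition for potentiator mode.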
# TrxR1 inh – qHTS Assay for Inhibitors of Mammalian Selenoprotein Thioredoxin Reductase 1 (TrxR1): qHTS | Thioredoxin reductase 1, cytoplasmic (Rattus norvegicus), O89049 | recombinant rTrxR1, NADPH fluorescence consumption, selenite substrate | Potency, µM (highest dose often 114 µM), for the others: at the top dose activity change, negative = inhibition, most hits filed as inhibitors | 390,000 tested, 1% active; also: potency is read from the fitted curve at half-maximal effect; % is scaled to controls: 0 for no effect and ±100 for the full control effect; nearly all actives have a fitted effect of over 65% in size
#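 Rat TrxR1 (90 nM in the dispensed reagent) was pre-reduced with 400 uM NADPH for 5 min at room temperature, then incubated with compound for 15 min. After 400 uM selenite was added, NADPH fluorescence (Ex 340/Em 450 nm) was followed for 8 min.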
# PI4K2A block – qHTS for small molecular inhibitors of PI4K2A; AID 1346378, 2018; Phosphatidylinositol 4-kinase type 2-alpha (Homo sapiens), Q9BTU6; purified PI4K2A, ADP-Glo luminescence, 1 h; stronger effect = lower value; 420,000 tested, 0.13% active; activity change, negative = inhibition, % at 76.9 µM; in the data active = activity change below about -50%; inconclusive = mostly about -30% to -49%;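 also: -100% = wells without enzyme as full effect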
#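 Compounds are screened against recombinant PI4K2A using PI as substrate and ATP, the latter dispensed at 300 microM. Reactions run one hour at ambient temperature before ADP-Glo detection; full inhibition defined by wells lacking enzyme.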
# D2 agonist – HTS Assay for Allosteric Agonists of the Human D2 Dopamine Receptor: Primary Screen for Agonists; D(2) dopamine receptor (Homo sapiens), P14416; HEK293 T-REx D2 cells, calcium flux agonist mode; activation, % at 2 µM; 340,000 tested, 0.53% active; AID 485358, 2010;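 active = activation over 3 SD above normal in the single-dose calcium agonist read, cut at about 30% in these data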; also: 0% is about no effect
#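 Tetracycline-induced HEK293 Trex cells with D2 receptor force-coupled to calcium signaling, plated overnight at 30 C and loaded with no-wash calcium dye. Calcium flux read kinetically for 180 s after compound addition; responses flag agonists.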
# IDH1 R132H inh – qHTS for Inhibitors of mutant isocitrate dehydrogenase 1 (IDH1): qHTS; IDH1-R132H enzyme, NADPH consumption, diaphorase/resazurin fluorescence; Potency, µM (doses to about 76.6 µM), for the others: top-dose activity change, negative = inhibition, most hits filed as inhibitors; 390,000 tested, 0.093% active; AID 602179, 2012; also: potency is read from the fitted curve at half-maximal effect; % is scaled to controls: 0 for no effect and ±100 for the full control effect; nearly all actives have a fitted effect of over 65% in size
#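 IDH1-R132H (0.5 ug/mL dispensed) in pH 7.5 Tris buffer was preincubated 30 min with compound, then given a substrate mix of 0.016 mM NADPH and 2 mM alpha-KG for 80 min at room temperature; remaining NADPH was read by diaphorase/resazurin fluorescence.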
# TRHR PAM – qHTS for Small Molecule Agonists and Allosteric Enhancers of Human TRH Receptor: Primary Screen for Enhancers | TRHR cells, fluo-8 calcium fluorescence, EC20 TRH enhancement | enhancement, % at 2 µM | Thyrotropin-releasing hormone receptor (Homo sapiens), P34981 | 360,000 tested, 0.66% active; in the data active = enhancement above about 30%; also: 0% is about no effect
#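 Enhancer read-out: after compound pinning and an initial kinetic agonist-mode read, an EC20 of TRH (10 nM final) was injected and fluo-8 calcium signal (Ex 480/Em 530) followed at 1 s/cycle for 100 cycles in TRHR-expressing cells.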
# USP1 inh – Inhibitors of USP1/UAF1: Primary Screen | AID 743255, 2014 | Potency, µM (top dose mostly 57.1 µM), inactives show at the top dose activity change, negative = inhibition, usual class: inhibitors | 390,000 tested, 0.23% active | Ubiquitin carboxyl-terminal hydrolase 1 (Homo sapiens), O94782 | recombinant USP1/UAF1, Ub-Rhodamine cleavage fluorescence; also: potency is read from the fitted curve at half-maximal effect; % is scaled to controls: 0 for no effect and ±100 for the full control effect; nearly all actives have a fitted effect of over 60% in size; inactives centre near -12
# Target sequence (O94782 whole entry, looked up): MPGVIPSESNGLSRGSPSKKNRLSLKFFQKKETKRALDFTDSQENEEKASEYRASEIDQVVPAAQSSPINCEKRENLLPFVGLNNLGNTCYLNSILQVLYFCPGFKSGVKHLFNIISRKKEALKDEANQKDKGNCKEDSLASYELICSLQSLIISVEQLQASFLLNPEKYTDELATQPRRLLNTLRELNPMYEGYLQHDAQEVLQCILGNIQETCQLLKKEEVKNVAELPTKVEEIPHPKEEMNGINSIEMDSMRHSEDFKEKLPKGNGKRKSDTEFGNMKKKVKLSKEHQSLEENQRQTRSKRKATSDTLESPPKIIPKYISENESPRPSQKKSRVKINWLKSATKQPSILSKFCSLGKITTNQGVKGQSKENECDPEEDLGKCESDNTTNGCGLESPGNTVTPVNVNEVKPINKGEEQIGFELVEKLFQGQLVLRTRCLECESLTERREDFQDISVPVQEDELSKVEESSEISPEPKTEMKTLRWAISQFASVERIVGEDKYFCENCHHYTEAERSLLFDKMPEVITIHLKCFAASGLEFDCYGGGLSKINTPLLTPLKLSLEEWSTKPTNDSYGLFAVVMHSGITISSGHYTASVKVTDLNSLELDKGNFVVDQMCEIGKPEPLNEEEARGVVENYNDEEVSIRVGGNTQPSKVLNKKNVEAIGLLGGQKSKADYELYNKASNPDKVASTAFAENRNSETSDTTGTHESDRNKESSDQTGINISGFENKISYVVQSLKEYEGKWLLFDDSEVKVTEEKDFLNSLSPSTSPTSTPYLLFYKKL
#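 USP1/UAF1 complex at 1 nM was preincubated with compound for 15 min at room temperature, then Ub-Rho substrate (150nM final) was added. Fluorescence (480/540 nm) was read kinetically, 6 reads every 60 seconds.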
# Numbers without * were called inactive; ? = inconclusive; · = no result given; & = joins results of further samples; [ ] = remark or other dose. Unless noted, calls follow the shape of the dose curve; as a rule, active = well fitted inhibition curve with a large enough effect; inconclusive = small, poorly fitted or top-dose-only effect; inactive = no such curve, though single readings can be large or run the other way.
# Results follow in this order: TrxR1 substrate	D2 antag	TRHR ag	TrxR1 inh	PI4K2A block	D2 agonist	IDH1 R132H inh	TRHR PAM	USP1 inh
- COc1cccc(/C=N/Nc2snc(SC)c2C#N)c1O
  -10%	14	5.1	-12%	-7	11	5%	-11	-17%
- COCCNC(=O)CN(C(=O)Cn1nnc2ccccc21)c1ccccc1C
  1%	0	0.3	6%	8	1.1	5%	17	-11%
- CN1CCN(C(=O)CCC(=O)NCc2ccc(F)cc2)CC1
  -3%	-9	0.2	-4%	-1	0.7	13%	-11	-12%
- C=CCn1c(Cc2ccc(OC)cc2)nnc1SCc1nc2ccccc2c(=O)[nH]1
  7%[57.1 µM]	-1	-0.1	0%[57.1 µM]	4	0.5	7%	-8	-11%
- O=C(NNC(=O)c1ccc(-c2ccccc2)cc1)c1ccccc1
  -7%	5	0.2	-2%	-7	0.0	-1%	4	-11%
- COc1ccc(N2CCN(CC(O)COCc3ccccc3)CC2)cc1 (centres undefined)
  5%	24	-0.4	16%	-12	0.0	1%	7	-20%
- Cc1nc2ccccc2c(=O)n1CCc1ccc(O)cc1
  1%	0	1.0	27%	4	0.3	3%	4	-10%
- CC1Cc2ccccc2N1C(=O)CNc1ccccc1N1CCCCC1 (centres undefined)
  -12%	-6	0.3	-122%	4	-0.1	-1%	20	-17%
- COc1ccccc1CNC(=O)[C@H](C)NC(=O)C1CCN(C(=O)[C@@H]2CCCN2C(=O)OC(C)(C)C)CC1
  -10%	-16	0.7	-12%	-4	-0.2	-7%	-8	20%
- COc1ccc2c(c1OC)C(=O)N(c1cccc(C)c1)C2=O
  -5%	-8	-0.1	-3%	-6	-1.5	18%	3	-2%
- COc1ccc(-c2nnnn2C)cc1S(=O)(=O)Nc1ccc(C)cc1C
  -1%	1	0.2	9%	2	1.1	-5%	0	-7%
- Cc1cc(NC(=O)CCN2C(=O)C3C4CCC(C4)C3C2=O)c(C)cc1Br (centres undefined)
  -6%	-5	-0.4	8%	-8	0.3	13%	-3	-1%
- CCN(CC(=O)Nc1ccc(NC(C)=O)cc1)C(=O)c1ccc(=O)n(C)n1
  2%	10	0.0	9%	-4	0.8	5%	-4	0%
- CCCCn1c(SCC(=O)NNC(=O)c2ccccc2)n[nH]c1=O
  5%	·	·	31%	-5	·	-9%	·	-7%
- Cc1noc(C)c1COC(=O)C1CC(O)CN1S(=O)(=O)c1ccc(Cl)cc1 (centres undefined)
  -7%	-6	-0.2	-13%	-1	-1.2	3%	1	-5%
- O=c1oc2ccccc2c(N2CCCCC2)c1CN1CCCC1
  4%	3	0.2	5%	4	1.0	2%	-5	1%
- Cc1ccc2c(c1)N(C(=O)N1CCC(C(=O)NCc3ccccc3C)CC1)CC(C)O2 (centres undefined)
  5%[11.4 µM]	·	0.1	11%	1	-1.4	-9%	0	1%
- CC1=CCCC(C)(C)C1/C=C/C(C)=N/NC(=O)c1ccncc1 (centres undefined)
  12%	·	0.5	8%[57.1 µM]	1	·	8%	-5	-2%
- O=C(Oc1cc(=O)n2ccccc2n1)c1ccccc1
  9%[57.1 µM]	5	0.5	?	4	-0.7	4%	-10	-22%
- Cc1nn(S(=O)(=O)c2ccc(Cl)cc2)c(C)c1S(=O)(=O)N1CCCCCC1
  7%[57.1 µM]	·	0.1	21%[57.1 µM]	2	-0.7	-1%	-3	-29%
- COC(=O)c1c(NC(=O)C(=O)NCCCN2CCOCC2)sc2c1CCCC2
  -6%	13	-0.7	-2%	0	1.3	3%	4	-10%
- CC1CCN(c2nc3ccccc3nc2SCC(=O)Nc2ccccc2C(C)C)CC1
  -7%	·	1.3	2%	11	0.2	21%	-2	?
- CN(c1ccccc1)S(=O)(=O)c1cc(C(=O)N2CCN(c3ncccn3)CC2)ccc1Cl
  -9%	·	·	-8%	-2	·	2%	·	2%
- Cc1c(NP(=O)(c2ccc(Br)cc2)c2ccc(Br)cc2)c(=O)n(-c2ccccc2)n1C
  -2%[57.1 µM]	18	0.3	-2%[57.1 µM]	5	1.7	-7%	-10	-12%
- Cn1cccc1C(=O)c1cccc([N+](=O)[O-])c1
  -4%	-8	-0.1	13%	-4	-0.5	-3%	-3	-2%
- CCC1COCCS(=O)(=O)N1Cc1ccccc1F (centres undefined)
  9%&-7%	-26	-0.3	23%&-14%	-2	0.0	11%	1	-21%
- O=C(NCCNc1ccc([N+](=O)[O-])cc1Cl)c1ccccc1F
  -2%	0	-0.8	21%	0	-0.8	-5%	-9	-18%
- CCn1nc(C)c(CCN(C)C(=O)Nc2cc(Cl)c(OC)cc2OC)c1C
  1%[57.1 µM]	·	0.1	12%[57.1 µM]	1	2.4	6%	-2	?
- FC(F)(F)c1cccc(Cc2noc(CN3C[C@@H]4CCC[C@H]3C4)n2)c1
  0%	-4	0.9	12%	4	1.6	9%	4	?
- COC(=O)C1=C(C)N(C)C(=S)NC1c1cc(OC)ccc1OC (centres undefined)
  6%	3	-0.6	9%	0	-0.4	0%	-4	-18%
- CC(C)NC(=O)c1onc(CSc2ccccn2)c1C(=O)NC(C)C
  8%[57.1 µM]	4	0.1	10%[57.1 µM]	0	0.6	-9%	-5	-18%
- Cc1cc(NC(=O)Cn2nc(-c3ccccc3F)ccc2=O)ccc1-n1cnnn1
  6%[2.29 µM]	10	-0.1	-3%[2.29 µM]	-1	-0.7	-7%	1	-13%
- O=C1CC[C@@H](CN(Cc2ccccc2)Cc2cn[nH]c2-c2cc3ccccc3o2)N1
  -3%[57.1 µM]	-32	-0.2	6%[57.1 µM]	3	-1.1	2%	16	-17%
- CCCCNC(=O)Cn1nc([N+](=O)[O-])c([N+](=O)[O-])c1C
  -8%	-1	-1.2	-14%	2	-0.1	0%	-2	-3%
- O=C(Nc1ccccc1)C1=C[C@H](c2ccc3c(c2)OCO3)C[C@H](OCCCCO)O1
  5%	-3	0.2	7%[57.1 µM]	-3	0.0	-13%	-4	-22%
- Cn1nnnc1SCC(=O)Nc1ccc(Cl)cc1Cl
  ·	8	-0.1	·	·	0.2	·	-5	·
- C[C@@H](CN1C2=NC[C@H](Cc3ccccc3)N2C[C@H]1Cc1ccc(O)cc1)NC(=O)CCC1CCCCC1
  -5%	-14	-0.2	-8%	0	-0.1	7%	-3	?
- CCOc1ccc(CCNC(=O)c2ccc3ccccc3n2)cc1OCC
  1%	-8	0.1	17%	-1	-1.3	-4%	-2	-27%
- COc1ccccc1CNC(=O)C1CCCC1
  4%[0.457 µM]	9	0.0	7%	-20	0.8	4%	-3	-21%
- Cc1ccc(CN2CC(=O)N3[C@H]4c5cc(C)ccc5OC[C@@H]4[C@H](c4ccccc4)[C@]3(C)C2=O)cc1
  3%	-12	1.0	20%	-2	-0.2	-4%	1	-29%
- O=c1c2ccccc2nc2n1C1(CCCCC1)Cc1ccccc1-2
  5%	0	0.0	3%	7	0.1	-2%	8	-8%
- O=C1[C@H]2[C@@H](/C=C/c3ccccc3)N3C(=O)CN(CCO)C(=O)[C@@]3(Cc3ccccc3)[C@H]2C(=O)N1c1ccccc1
  -8%	-7	0.4	3%	4	-1.4	0%	0	?
- Cc1ccc(N(CC(=O)Nc2ccccc2-c2ccccc2)S(=O)(=O)c2ccccc2)c(C)c1
  -7%	2	-0.1	16%	-2	0.7	-3%	-8	4%
- CCCOc1ccc(C(=O)NNC(=S)NC(=O)c2ccco2)cc1
  -9%	15	23	-1%[57.1 µM]	-3	34*	12%	-3	-2%
- COc1ccccc1-n1c(SCc2cc(=O)oc3cc(O)ccc23)nc2ccccc2c1=O
  4%	0	0.3	-17%	7	0.4	-2%	4	-9%
- CC(=O)NC(CC(=O)Nc1cccc(S(=O)(=O)N2CCCCC2)c1)c1ccccc1 (centres undefined)
  -3%	-7	0.6	-2%	-6	-0.7	7%	5	-14%
- CCCN(CC1CCCO1)C(=O)c1cc(COc2cccc(OC)c2)on1 (centres undefined)
  -4%	5	-0.9	4%	-6	0.3	1%	-3	0%
- Cc1csc2c(NC3CCN(Cc4ccccc4)CC3)ncnc12
  -16%	89*	0.8	-29%	-2	-0.8	0%	2	-18%
- COc1ccc2c(=O)c(-c3ccccc3C)c(C)oc2c1
  7%[57.1 µM]	-16	0.0	10%[57.1 µM]	-4	-0.5	7%	0	1%
- COc1cccc2sc(N(Cc3cccnc3)C(=O)C3COc4ccccc4O3)nc12 (centres undefined)
  -9%[57.1 µM]	·	-1.0	-1%[57.1 µM]	-3	0.5	-8%	6	-17%
- O=C(CSc1nnnn1-c1cccc(O)c1)NC1CC1
  5%	-1	0.1	23%	5	-0.1	3%	6	-24%
- C=CCC[C@@H](Cc1ccc(F)cc1)C(=O)O[C@H](CNC(=O)[C@H](CC=C)CC(=O)N(CCO)Cc1ccccc1)c1ccccc1
  -6%	·	·	27%	0	·	6%	·	-22%
- COc1ccc(CNc2ccccn2)c(O)c1
  -6%	-5	-0.6	3%[57.1 µM]	4	0.0	5%	6	-13%
- COc1cc(C(=O)Nn2cnnc2)ccc1OC(F)F
  4%	6	0.5	14%	1	0.5	-5%	-3	-5%

# Assay outcomes (PubChem BioAssay)
